High-throughput results from PubChem BioAssay.
FUS suppressor = FUS proteinopathy suppression in yeast. S. cerevisiae FUS-expressing, growth rescue, OD600, 24 h. Potency, µM (top dose mostly 76.6 µM), without a hit: at the top dose growth rescue (activation), hits mostly activators. 390,000 compounds, 0.24% hits. AID 1347120;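 note: plate controls were DMSO vehicle for no effect and reference control for full effect; nearly all actives have a fitted effect of over 55% in size; some results filed as inactive show a strong effect at the top dose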
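Galactose (2%) drives FUS expression in yeast precultured in raffinose; seeding density OD 0.005. Test compounds incubated 24hr at 30C and 99% humidity before absorbance at 600 nm was measured.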
PTHR1 ag = agonists of human PTHR1 parathyroid hormone receptor | Q03431 | HEK293 GP2 PTHR1 cells, GloSensor cAMP luminescence, 1 h | Potency, µM (top dose mostly 115 µM), without a hit: at the top dose activation, most hits filed as activators | 410,000 compounds, 0.075% hits; note: nearly all actives have a fitted effect of over 55% in size; some results filed as inactive show a strong effect at the top dose; inactives centre near -15; many of its hits are not listed in these tables
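HEK-293-derived GP2 cells expressing PTHR1 and a GloSensor cAMP reporter, 3,000/well, plated overnight, given luciferin plus IBMX (each 0.5 mM as added) for 1 h at 37 °C, then compound for 1 h at 37 °C. Luminescence was read after 15 min at room temperature.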
EPAC1 agonist = agonists of human EPAC1; EPAC1 agonist qHTS, biochemical assay; response scale: 100% = response to 6.5 mM cAMP; Potency, µM (series often up to 154 µM), without a hit: at the highest dose activation, usual class: activators; 360,000 compounds, 0.073% hits; AID 720707; note: nearly all actives have a fitted effect of over 60% in size
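Compounds were pinned as a concentration titration into mixtures of EPAC1 (100 nM), BODIPY-GDP-loaded Rap1B (250 nM) and GDP (50 uM). After 5 min at room temperature, fluorescence was followed for 30 min; activity was scaled to 6.5 mM cAMP.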
EPAC1 antag = EPAC1 (human) antagonism. 360,000 compounds, 0.14% hits. EPAC1 GEF assay, Rap1b-BODIPY-GDP exchange fluorescence. Potency, µM (doses to about 115 µM), for the others: at the top dose activity change, negative = inhibition, usual class: inhibitors. O95398. AID 720709;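 note: plate controls were vehicle for no effect and positive control for full effect; nearly all actives have a fitted effect of over 50% in size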
EPAC2 agonist = activates human EPAC2 exchange factor; EPAC2 activation, biochemical qHTS; response scale: 100% = 6.5 mM cAMP response; Q8WZA2; Potency, µM (top dose mostly 154 µM), for inactives: top-dose activation, hits mostly activators; 360,000 compounds, 0.079% hits; note: nearly all actives have a fitted effect of over 50% in size
Target sequence (Q8WZA2 whole entry, looked up): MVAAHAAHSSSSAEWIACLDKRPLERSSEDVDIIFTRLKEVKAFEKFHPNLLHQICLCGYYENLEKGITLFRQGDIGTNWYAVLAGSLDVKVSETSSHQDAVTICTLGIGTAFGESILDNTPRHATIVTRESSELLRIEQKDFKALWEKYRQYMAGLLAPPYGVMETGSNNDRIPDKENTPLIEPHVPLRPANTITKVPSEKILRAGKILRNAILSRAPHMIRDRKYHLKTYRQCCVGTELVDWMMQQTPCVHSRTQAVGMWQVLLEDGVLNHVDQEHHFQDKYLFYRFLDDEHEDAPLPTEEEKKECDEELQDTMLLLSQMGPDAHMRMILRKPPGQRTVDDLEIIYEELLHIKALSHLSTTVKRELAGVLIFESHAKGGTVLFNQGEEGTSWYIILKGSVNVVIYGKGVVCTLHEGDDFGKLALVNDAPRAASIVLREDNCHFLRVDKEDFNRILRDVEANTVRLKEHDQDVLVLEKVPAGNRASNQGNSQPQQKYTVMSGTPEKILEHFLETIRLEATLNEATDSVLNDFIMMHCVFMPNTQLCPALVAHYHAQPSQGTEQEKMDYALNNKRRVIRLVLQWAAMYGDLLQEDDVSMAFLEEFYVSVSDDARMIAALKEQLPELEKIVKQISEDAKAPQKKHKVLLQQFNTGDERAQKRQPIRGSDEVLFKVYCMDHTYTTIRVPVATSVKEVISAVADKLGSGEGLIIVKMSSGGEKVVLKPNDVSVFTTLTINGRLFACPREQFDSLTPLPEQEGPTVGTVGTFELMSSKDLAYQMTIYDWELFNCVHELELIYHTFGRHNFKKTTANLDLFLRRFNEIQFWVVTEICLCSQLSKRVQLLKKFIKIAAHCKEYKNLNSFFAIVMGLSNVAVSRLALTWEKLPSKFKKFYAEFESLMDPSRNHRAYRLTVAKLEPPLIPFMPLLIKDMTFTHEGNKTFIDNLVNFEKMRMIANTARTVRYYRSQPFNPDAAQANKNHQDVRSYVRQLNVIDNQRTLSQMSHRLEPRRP
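Exchange assay: 100 nM EPAC2 with 250 nM Rap1B-BODIPY-GDP and 50 uM GDP. Fluorescence (ex 480/em 540 nm) read every 5 min for 30 min at room temperature. Data normalized to 6.5 mM cAMP as agonist control.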
aSyn yeast inh = rescues yeast growth from alpha-synuclein toxicity; Yeast expressing alpha-synuclein, growth rescue, BacTiter-Glo, 24 h; Potency, µM (series often up to 46.1 µM), without a hit: at the top dose growth rescue (activation), usual class: activators; 370,000 compounds, 0.14% hits; AID 652106; note: % of control where 0% means no effect; nearly all actives have a fitted effect of over 65% in size
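Galactose-induced alpha-syn yeast (OD600=0.02, raffinose-pregrown) + pinned cpd, 24 hr, 30 deg C; growth by BacTiter-Glo luminescence. Growth restoration scores as activation.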
EPAC2 antagonist = antagonists of human EPAC2; Q8WZA2; EPAC2 GEF exchange of Rap1B-BODIPY-GDP, fluorescence; Potency, µM (titrated, usually from 114 µM), for inactives: at the highest dose activity, negative = inhibition, hits mostly inhibitors; 360,000 compounds, 0.18% hits; AID 720708; note: % is set by controls: 0 for no effect and ±100 for the full control effect; nearly all actives have a fitted effect of over 45% in size; many of its hits are not listed in these tables
TDP-43 yeast inh = rescues yeast growth from TDP-43 toxicity | TDP-43 expressing yeast growth rescue, BacTiter-Glo, 24 h | 410,000 compounds, 1.8% hits | Potency, µM (series often up to 46.1 µM), without a hit: at the highest dose growth rescue (activation), actives largely listed as activators | AID 652104; note: % of control where 0% means no effect; nearly all actives have a fitted effect of over 50% in size
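Yeast expressing TDP-43 (pregrown in raffinose, seeded at OD600=0.02 in galactose medium) exposed to compounds 24 hr at 30 deg C. Growth read by BacTiter-Glo luminescence; rescue of toxicity appears as increased signal.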
Starred values were filed as active, the others as inactive; i = inactive; ? = inconclusive; . = not tested or not shown; & = joins results of further samples; [ ] = remark or other dose. Calls come from the whole dose curve; as a rule, active = well fitted curve in the direction sought with a large enough effect; inconclusive = small, poorly fitted or top-dose-only effect, or another doubt; inactive = no such curve, though single readings can be large; an effect the other way counts as inactive or inconclusive. Potency is the fitted concentration of half-maximal effect. Only part of the results is shown; the hit share may differ from the screen's.

structure | EPAC2 antagonist | PTHR1 ag | TDP-43 yeast inh | EPAC2 agonist | EPAC1 agonist | FUS suppressor | aSyn yeast inh | EPAC1 antag
Cc1cc(C)n2nc(SCC(=O)N3CCC4(CC3)OCCO4)nc2n1 | 1.0% | i | 0.3% | 8.4% | 7.9% | 13.5% | -11.1% | 3.2%
O=C(c1ccc(CNS(=O)(=O)c2ccccc2)cc1)N1CCC2(CC1)OCCO2 | 0.2% | -3.6%[57.5 µM] | -4.6% | -8.4% | 3.5% | 8.2% | -8.2% | 8.7%
O=P(Nc1ccccc1)(Nc1ccccc1)Oc1cccc(Cl)c1 | -8.1% | -31.6%[inhibitor] | -6.2% | 6.6% | 25.5% | -7.7% | 11.9% | -7.2%
Cc1cc([N+](=O)[O-])ccc1N | 17.9% | -30.3%[inhibitor] | 0.0% | 7.4% | -4.6% | 5.5% | 1.9% | 7.6%
COc1cc(Cn2c(=O)oc3ccc(C)cc32)ccc1OC(C)C | -16.7% | -3.2%[57.5 µM] | 35.5µM* | 5.7% | 6.8% | 18.5% | -6.2% | -2.7%
Cc1ccc(C(c2nnnn2Cc2ccccc2)N2CC=C(c3ccc(F)cc3)CC2)cc1 (configuration not stated) | -4.9% | -0.3%[57.5 µM] | -4.2% | 13.8% | 19.1% | 2.9% | 0.2% | -1.6%
Cc1ncoc1C(=O)NCC1=C(c2ccc(S(C)(=O)=O)cc2)C[C@@H]2CC[C@H]1N2CCOc1ccccc1 | 7.6% | -8.4% | 20.0% | 11.6% | 0.6% | -13.5% | 6.8% | -4.9%
O=c1[nH]c2ccccc2n1C1CCN(C(c2nnnn2-c2ccc3c(c2)OCCO3)C2CC2)CC1 (configuration not stated) | -8.2% | -52.9%[inhibitor] | 24.3% | 6.1% | 4.8% | -4.7% | -2.3% | -5.8%
CC(C)OCCCNC(=O)c1c(N)n(CC2CCCO2)c2nc3ccccc3nc12 (configuration not stated) | ? | -3.0% | 7.8% | 2.7% | 5.8% | ? | ? | ?
Cc1cccc(N2C(=O)NC(=O)C3(Cc4cc(C)ccc4N(C)C3)C2=O)c1 (configuration not stated) | 7.5% | i | 7.5% | -13.0% | 0.1% | -2.5% | 2.9% | 2.0%
CC(=O)Nc1cc(C(=O)N2CCC3(CC2)OCCO3)ccc1Sc1ccc(F)cc1 | -0.9% | -9.4% | -1.0% | -0.7% | 6.9% | -5.5% | -0.1% | -8.6%
CCCCCCC(N)CC(=O)O (configuration not stated) | -0.3% | -6.7% | 12.0% | -5.8% | 3.3% | . | 3.9% | -6.9%
COc1ccc(C(=O)CC2C(=O)N(C)C(=O)N(C)C2=O)cc1 | -3.4% | -14.9% | 23.0% | 6.8% | 2.5% | -29.6% | 20.2% | -13.4%
COc1ccccc1CCNC1CCC(C)CC1 (configuration not stated) | 1.3% | i | -12.8% | -8.0% | 4.6% | -7.0% | -1.4% | 10.8%
CN1C(=O)CN=C(c2ccc(Cl)cc2)c2cc(Cl)ccc21 | -28.9% | -15.6% | 15.4% | -1.0% | -1.5% | -6.5% | ? | -8.3%
COc1cc2c(cc1O)CC1c3c(cc(O)c(OC)c3-2)CCN1C (configuration not stated) | -0.9% | 0.8% | -3.5% | 3.7% | -5.0% | -4.3% | -2.6% | -15.6%
Cc1ccc(N2C(=O)NC(=O)/C(=C/c3ccc(OC(=O)c4cccs4)cc3)C2=O)cc1 | 8.1% | i | 0.0% | -19.7% | -3.7% | 7.5% | -15.6% | 1.8%
Cc1ccc(CN2CCN(CC(=O)N3CCC4(CC3)OCCO4)C2=O)cc1 | 12.5% | i | 1.1% | 6.0% | 2.8% | -3.0% | 1.2% | 8.3%
CN1[C@H]2CC[C@@H]1C(C(=O)N1CCOCC1)=C(O)C2 | -27.2% | -23.9% | ? | 1.8% | 2.5% | -12.7% | -8.5% | 8.7%
Cn1c(O)c(C(=O)c2ccccc2)c(=O)n(C)c1=O | 2.0% | -6.7%[57.5 µM] | 24.5% | 1.9% | 1.4% | 9.1% | 12.9% | -4.2%
O=c1[nH]c(=O)n(-c2cccc3ccccc23)c(O)c1/C=N/N1CCCCCC1 | 5.1% | -28.9% | 6.6% | 8.0% | 11.1% | 23.9% | -6.4% | -8.1%
CCc1ccc(NC(=O)CN2CC(c3ccccc3)CC2=O)cc1 (configuration not stated) | -9.6% | 9.0% | 10.2% | 6.4% | 6.7% | 4.5% | 1.2% | -5.3%
c1cc2c(cc1C1OCC3C(c4ccc5c(c4)OCO5)OCC13)OCO2 (configuration not stated) | -4.1% | -90.0%[inhibitor] | ? | -4.2% | -13.9% | 6.5% | 5.9% | 16.1%
COc1ccccc1NP1(=O)OCC(C)([N+](=O)[O-])CO1 (configuration not stated) | -1.1% | i | 0.0% | 6.2% | -5.4% | . | -8.7% | -8.2%
CC(=O)NNC(=O)CN1C(=O)CN=C(c2ccccc2)c2cc(Br)ccc21 | -2.5% | i | 17.7% | -4.2% | 7.2% | 1.8% | 2.0% | -0.8%
CCNC(=O)N1Cc2ccccc2-n2nncc2C1 | 16.1% | -21.8% | 0.0% | 4.1% | 9.6% | -14.4% | 0.4% | -21.3%
Cc1ccc(NC2=NCCCS2)c(C)c1C | 10.8% | i | 3.4% | 5.5% | -0.8% | 28.0% | 3.4% | -13.4%
Cc1c(C(=O)N2CCC3(CC2)OCCO3)sc2ncnc(N3CCc4ccccc4C3)c12 | 5.1% | -23.8% | -11.5%[0.397 µM] | -2.8% | 1.5% | 19.3% | 2.9% | 3.4%
COC(=O)C1=C(c2ccc(S(C)(=O)=O)cc2)C[C@@H]2CC[C@H]1N2C(=O)NCc1ccc(C(F)(F)F)cc1 | 9.2% | 18.7% | 0.4% | 5.4% | -12.4% | 32.9% | 8.7% | -12.5%
COC12c3ccccc3-c3ccccc3C1C(C(=O)O)C2C(=O)O (configuration not stated) | 11.0% | -14.5% | 0.0% | -1.4% | -4.5% | -8.2% | 2.7% | -2.9%
C=C1C(=O)OC2CC(C)C3C=CC(=O)C3(C)C(O)C12 (configuration not stated) | 9.4% | -98.3% | -24.4% | 8.3% | -4.8% | . | 10.4% | -20.9%
CCC1([N+](=O)[O-])COP(=O)(NCc2cccnc2)OC1 (configuration not stated) | -0.1% | -40.6%[inhibitor] | -4.2% | -4.4% | 11.5% | . | -0.4% | 2.0%
O=[N+]([O-])c1cc(Cl)c(O)c(-[n+]2c(-c3ccccc3)cc(-c3ccccc3)cc2-c2ccccc2)c1 | -8.3% | -47.4%[inhibitor] | 10.2% | 0.5% | 9.4% | ? | 7.3% | -1.4%
Cc1cccc(N2C(=O)NC(=O)/C(=C\c3cnc(-c4ccccc4)nc3)C2=O)c1 | 0.6% | -24.6% | 10.1% | 9.0% | 6.1% | 23.5% | 12.6% | 7.7%
CCCCCn1c(=O)c(C(=O)Nc2ccccc2Cl)c(O)c2ccccc21 | 9.0% | -6.1% | 12.4% | 4.4% | 3.4% | -13.9% | 5.9% | -8.6%
Nc1ccc(Cc2ccc(N)cc2)cc1 | 20.3% | i | 7.6% | 3.8% | -3.9% | . | -12.1% | 7.3%
COc1ccccc1CCNC1C2CC3CC(C2)CC1C3 (configuration not stated) | -0.3% | -1.5% | -6.2% | -1.1% | 4.6% | . | 0.4% | 1.7%
CCC(=NCCCN(CC)CC)c1c(O)n(C2CCCCC2)c(=O)[nH]c1=O | 7.0% | i | ? | -1.0% | -7.4% | 24.5% | -10.0% | -1.8%
Cc1cc(C(=O)OC(C)C(=O)Nc2ccccc2)c(C)n1C1CC1 (configuration not stated) | 7.9% | -23.2% | 18.6% | 4.0% | -2.5% | -0.3% | 19.0% | -13.1%
COc1ccc(OCC#CCN2CCCCCC2)cc1 | 15.5% | i | -15.9% | 1.8% | -0.3% | 12.1% | -4.9% | 10.5%
C/C(=N\Nc1ccccc1)c1c(O)n(C)c(=O)n(C)c1=O | -2.4% | -5.5% | -22.2% | -4.6% | 2.8% | ? | 10.6% | -11.6%
COc1cc(OC)c(OC)cc1CN1CCN(C(=O)COc2ccc3ccccc3c2)CC1 | -22.0% | i | -5.3% | 22.3% | 4.6% | 2.6% | 0.2% | -23.6%
CCCCC(CC)CNCC(O)c1ccccc1 (configuration not stated) | -2.8% | -22.7% | 24.9% | 11.9% | 5.4% | -13.5% | -7.3% | -3.3%
CCOC(=O)N(c1ccccc1)P1(=S)OCC(C)O1 (configuration not stated) | 1.4% | i | 2.8% | 3.4% | -6.9% | 3.3% | 6.7% | 3.7%
O=C(c1ccc(N2CCCCC2)c([N+](=O)[O-])c1)N1CCC2(CC1)OCCO2 | -0.8% | i | ? | 9.6% | 0.3% | 16.3% | 8.0% | -19.0%
Oc1ccc(/C=N/NP(=S)(c2ccccc2)c2ccccc2)c(O)c1O | -1.4% | i | -17.8% | 26.6% | 26.8% | ? | . | ?
COc1ccc(OC(=O)N(C)C[C@@H]2OCc3cnnn3CCCC(=O)N([C@H](C)CO)C[C@@H]2C)cc1 | 8.2% | -24.7% | 23.8% | -5.8% | 11.0% | -7.3% | -4.7% | -2.8%
COc1ccc2c(c1O)-c1cccc3c1[C@@H](C2)N(C)CC3 | 5.6% | i | 16.4% | 0.5% | 1.9% | -17.9% | -1.1%&0.0% | 4.6%
CC(C)N1CCN(Cc2ccc3c(c2)OCCO3)CC1CCO (configuration not stated) | -0.8% | i | 13.0% | 6.3% | 12.0% | -1.4% | -0.1% | 8.4%
O=C(Cn1c(NCCCl)nc2ccccc21)c1ccc(Br)cc1 | -3.7% | i | -4.9% | 12.6% | -3.7% | 2.4% | -2.8% | -4.4%
Nc1ccc2c(c1)Cc1ccccc1-2 | -13.2% | 2.4% | -1.2% | 16.1% | -1.6% | 21.5% | 10.0% | -2.6%
CN(C)C(=O)Oc1ccc([N+](=O)[O-])cc1 | 7.3% | i | 12.2% | 5.4% | 3.6% | -9.0% | -0.5% | -13.8%

Random excerpt: three entries already listed.
structure | EPAC2 antagonist | PTHR1 ag | TDP-43 yeast inh | EPAC2 agonist | EPAC1 agonist | FUS suppressor | aSyn yeast inh | EPAC1 antag
CCNC(=O)N1Cc2ccccc2-n2nncc2C1 | 16.1% | -21.8% | 0.0% | 4.1% | 9.6% | -14.4% | 0.4% | -21.3%
CCCCC(CC)CNCC(O)c1ccccc1 (configuration not stated) | -2.8% | -22.7% | 24.9% | 11.9% | 5.4% | -13.5% | -7.3% | -3.3%
COc1ccc(OCC#CCN2CCCCCC2)cc1 | 15.5% | i | -15.9% | 1.8% | -0.3% | 12.1% | -4.9% | 10.5%
